PAFAH1B2 FP inh = inhibitors of human PAFAH1B2. P68402. recombinant PAFAH1B2, FP-rhodamine activity probe, fluorescence polarization. inhibition, % at 3.39 µM. 340,000 tested, 1.2% active. AID 492953;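 active = inhibition above the mean of all tested compounds plus 3 SD, cut at about 24% in these data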;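 also: 0% = enzyme with DMSO and 100% = wells lacking PAFAH1B2; many of its hits are not listed in these tables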
LYPLA1 counter = LYPLA1 (human) inhibition in PME1 counter-screen; O75608; recombinant LYPLA1, FP-Rh probe fluorescence polarization; inhibition, % at 5.9 µM; 320,000 tested, 0.16% active;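 active = inhibition above the mean of all tested compounds plus 3 SD, set per campaign, cut at about 14% in these data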;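 also: inhibitors block serine hydrolase probe labeling of LYPLA1 so polarization falls; 0% = enzyme with DMSO and 100% = wells lacking LYPLA1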
Target sequence (O75608 whole entry, looked up): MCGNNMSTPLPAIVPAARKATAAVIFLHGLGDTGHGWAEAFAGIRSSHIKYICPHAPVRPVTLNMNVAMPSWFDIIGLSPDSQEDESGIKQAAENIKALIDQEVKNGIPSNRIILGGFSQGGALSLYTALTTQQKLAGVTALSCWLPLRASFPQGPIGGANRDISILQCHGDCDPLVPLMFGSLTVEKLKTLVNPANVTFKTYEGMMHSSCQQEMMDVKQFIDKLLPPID
Fam108B counter = counter-screen for RBBP9 inhibitors: inhibitors of mouse Fam108B. inhibition, % at 9.51 µM. recombinant Fam108B, FP-Rh probe fluorescence polarization. 300,000 tested, 0.33% active;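 active = inhibition above the screen mean inhibition plus 3 SD, computed separately per campaign, cut at about 18% in these data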;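 also: inhibitors lower polarization as less probe binds the enzyme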
GSTO1 inh = counter-screen for RBBP9 inhibitors: inhibitors of human GSTO1; P78417; recombinant GSTO1, activity-based probe fluorescence polarization; inhibition, % at 5.96 µM; 300,000 tested, 1.1% active; AID 1974;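 active = inhibition above the campaign mean inhibition plus 3 SD, cut at about 35% in these data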;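 also: 0% = GSTO1-1 with DMSO and 100% = wells lacking GSTO1-1 enzyme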
Target sequence (P78417 whole entry, looked up): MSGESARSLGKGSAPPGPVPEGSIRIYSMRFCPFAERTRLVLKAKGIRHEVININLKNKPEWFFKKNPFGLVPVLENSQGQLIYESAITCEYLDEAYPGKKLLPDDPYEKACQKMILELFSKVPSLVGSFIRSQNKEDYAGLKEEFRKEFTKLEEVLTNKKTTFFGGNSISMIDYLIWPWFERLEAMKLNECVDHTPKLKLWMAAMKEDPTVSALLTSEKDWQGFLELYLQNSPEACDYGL
pPAFAH inh = pPAFAH (human) enzyme inhibition | recombinant pPAFAH, FP-rhodamine probe fluorescence polarization | 330,000 tested, 1.5% active | inhibition, % at 3.39 µM;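 active = inhibition above the mean inhibition across the screen plus 3 SD, cut at about 25% in these data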;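 also: inhibitors block binding of the rhodamine activity-based probe so polarization drops; 0% = enzyme with DMSO and 100% = wells lacking pPAFAH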
PAD4 inh = inhibitors of human PAD4. recombinant PAD4, RCA probe fluorescence polarization. inhibition, % at 6.36 µM. 330,000 tested, 0.41% active;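 active = percent inhibition above a cutoff equal to the mean of all tested compounds plus 3 SD, cut at about 15% in these data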;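 also: 0% = PAD4 with RCA probe and DMSO and 100% = probe without PAD4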
PAFAH2 inh = inhibitors of human PAFAH2 | Q99487 | AID 492956 | 340,000 tested, 0.99% active | recombinant PAFAH2, FP-rhodamine activity probe, fluorescence polarization | inhibition, % at 3.39 µM;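 active = inhibition above the mean over all tested compounds plus 3 SD, cut at about 30% in these data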;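 also: inhibitors block probe labeling of enzyme so polarization drops; 0% = enzyme with DMSO and 100% = wells lacking PAFAH2 protein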
PME-1 primary = blocks human protein phosphatase methylesterase 1; inhibition, % at 5.9 µM; AID 2130; 320,000 tested, 0.53% active; recombinant PME-1, FP-Rh probe fluorescence polarization;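 active = inhibition above the campaign mean of all compounds plus 3 SD, cut at about 26% in these data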;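 also: competitive labeling of PME-1 active site by serine hydrolase directed probe; 0% = PME-1 with DMSO and 100% = wells lacking PME-1 enzyme; inhibitors block probe labeling so polarization falls and inhibition rises; many of its hits are not listed in these tables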
Target sequence (Q9Y570 whole entry, looked up): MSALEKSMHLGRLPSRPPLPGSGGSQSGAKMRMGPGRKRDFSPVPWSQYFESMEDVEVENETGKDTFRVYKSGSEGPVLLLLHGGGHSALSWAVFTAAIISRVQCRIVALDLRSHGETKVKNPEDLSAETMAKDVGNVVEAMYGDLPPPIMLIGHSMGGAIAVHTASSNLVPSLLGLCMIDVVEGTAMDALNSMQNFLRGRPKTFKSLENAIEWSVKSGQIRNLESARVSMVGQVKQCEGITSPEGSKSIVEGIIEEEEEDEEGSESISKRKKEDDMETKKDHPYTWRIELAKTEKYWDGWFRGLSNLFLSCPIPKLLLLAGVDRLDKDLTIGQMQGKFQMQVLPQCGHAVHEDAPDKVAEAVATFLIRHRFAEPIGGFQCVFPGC
PAFAH1B3 FP inh = PAFAH1B3 (human) inhibition. Q15102. recombinant PAFAH1B3, FP-rhodamine probe, fluorescence polarization. inhibition, % at 3.39 µM. 340,000 tested, 0.28% active;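 active = inhibition above the screen-wide average of all tested compounds plus 3 SD, cut at about 25% in these data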;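 also: 0% = enzyme with DMSO only and 100% = wells lacking PAFAH1B3 protein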
* hit, by the source's call; . = no result given.

Each structure is followed by: PAFAH1B2 FP inh	LYPLA1 counter	Fam108B counter	GSTO1 inh	pPAFAH inh	PAD4 inh	PAFAH2 inh	PME-1 primary	PAFAH1B3 FP inh
> Cn1nccc1C(=O)N1CCN(c2ccccc2Cl)CC1
→ 1.0	-0.9	-2.4	1.1	-0.8	0.7	-1.7	-0.2	-4.7
> CCOC(=O)c1ccc(NS(=O)(=O)N2CCCCCC2)cc1
→ 14.0	3.7	1.9	-1.6	-4.9	-1.0	10.6	-8.9	5.7
> O=C(CSc1ncccn1)Nc1ccc2[nH]c(=O)[nH]c2c1
→ 1.6	0.7	1.6	-9.9	3.9	-3.1	-2.9	1.6	7.5
> Cc1nc2cc(NC(=O)NC(C)(C)C)ccc2n1C
→ -3.4	-5.3	3.4	4.2	-2.7	1.7	-5.2	1.6	11.0
> CCC(C)Nc1cc(C)nc2ncnn12 (centres undefined)
→ 1.7	-1.5	-0.7	1.9	0.7	2.7	1.0	3.2	4.3
> Cc1cccc2sc(NC(=O)CSCc3ccccc3)nc12
→ 5.0	-9.4	-2.2	-1.9	4.7	-4.5	-1.3	-6.7	2.1
> O=C(OCCN1CCOCC1)C1(c2ccccc2)CCCCC1
→ .	-0.8	0.2	2.6	2.9	-0.7	.	-0.2	.
> CC(=O)NC1(c2cccc(F)c2)CCN(CC(=O)NC(C)C)CC1
→ 2.5	-0.8	-1.2	-3.3	0.2	-1.0	-8.0	-6.2	1.2
> O=C1c2ccccc2C2(c3ccccc3)NCCCN12 (centres undefined)
→ 1.6	2.0	-0.6	6.4	4.0	-0.5	3.5	-2.5	9.1
> CCOC(=O)C1Nc2ccc(Br)cc2C2C=CCC12 (centres undefined)
→ 6.3	-5.6	11.6	16.0	35.0*	-13.4	13.8	5.4	12.0
> O=C(NCCCN1CCOCC1)c1sc2cc(Cl)ccc2c1Cl
→ 1.2	-4.9	-0.1	-6.6	-1.9	0.2	-7.3	7.3	1.4
> COC(=O)C(Nc1ccccc1Cl)(c1cc(C)c(O)c(C)c1)C(F)(F)F (centres undefined)
→ -4.3	1.5	2.0	-4.3	0.5	-5.0	0.4	0.6	5.4
> COc1ccc(C2=NOC(C3(S(=O)(=O)c4ccccc4)CC(O)C3)C2)cc1 (centres undefined)
→ -0.9	-1.5	2.1	1.3	0.0	-6.3	-5.3	2.7	-4.4
> CC(C)c1nnc(NC(=O)CCC(=O)Nc2ccccc2)s1
→ 3.0	1.5	-1.9	-5.1	3.8	2.9	-7.8	4.8	3.1
> CCOc1ccccc1NC(=O)c1ccccc1-c1ccccc1
→ 6.9	10.8	-1.2	5.9	1.8	-1.3	5.0	8.3	3.4
> CCOC(=O)c1ccc(NC(=O)CCS(=O)(=O)c2ccc(Br)s2)cc1
→ 5.0	-5.0	-1.0	-10.6	-8.7	1.9	-5.2	-4.6	0.2
> C/C(=N\NC(=O)c1ccncc1)c1ccc(N(C)C)cc1
→ 6.6	2.8	0.9	0.7	2.9	-2.6	3.3	3.6	8.4
> Cc1cc(C(=O)NCCc2ccccc2)ccc1[N+](=O)[O-]
→ 6.3	-4.1	-7.0	1.9	-1.4	-8.2	0.1	-1.2	6.8
> C=CCNC(=O)COC(=O)c1cc(S(=O)(=O)N2CCCCC2)ccc1Cl
→ 1.9	-1.8	-1.9	1.4	2.4	-3.8	6.0	2.6	3.3
> Cc1cccc(OCCCc2c(C)n[nH]c2C)c1
→ 3.8	1.2	-0.8	8.7	14.1	2.1	1.3	3.2	12.1
> c1ccc(-c2cc3c(N4CCN(c5ncccn5)CC4)ncnc3s2)cc1
→ 2.7	0.3	1.1	-2.5	3.1	-5.3	10.1	-0.4	-0.9
> COc1ccccc1C(=O)NC(=O)COC(=O)CNC(=O)c1ccccc1F
→ 0.5	.	.	.	-6.5	-2.7	8.9	.	-1.4
> O=C(Nc1ccc2c(c1)CN(Cc1ccc(CO)o1)CC2)c1ccc(C(F)(F)F)cc1
→ 1.8	-7.9	-6.5	-7.5	14.0	-7.7	-0.5	-2.6	1.4
> Cc1sc2ncnc(N[C@@H](Cc3ccccc3)C(=O)O)c2c1C
→ 6.5	-2.6	-0.3	-11.3	5.2	-0.8	3.1	-2.9	-6.4
> O=C(c1ccc(N2CCOCC2)cc1[N+](=O)[O-])N1CCOCC1
→ .	3.0	4.1	-4.5	1.7	-3.1	.	3.5	.
> CC(C)OCC(O)CS(=O)Cc1ccccc1 (centres undefined)
→ 1.9	-0.9	-0.4	2.9	-0.2	-1.3	-10.2	3.2	1.1
> Cc1oc(-c2cc(F)ccc2F)nc1CN1CCN(c2ncnc3ccccc23)CC1
→ 6.8	-1.6	-2.8	1.3	-2.5	-8.7	-0.9	-1.2	10.2
> Cc1nc2c3ccccc3nc(NNC(=O)CCC(=O)NC3CCCC3)n2n1
→ 2.0	5.0	-0.6	14.7	-0.4	0.2	3.9	0.9	2.1
> Cc1cc(C)cc(N(C(=O)c2sc(C)nc2C)C(C(=O)NC(C)(C)C)c2ccncc2)c1 (centres undefined)
→ 5.2	-0.2	-5.5	0.6	-0.3	0.0	8.8	6.1	-3.8
> O=C(NCc1ccco1)c1cc2cc(Br)ccc2o1
→ -2.7	-1.1	-1.3	6.5	4.9	-3.5	1.3	1.3	7.3
> CC(C)CNS(=O)(=O)c1ccc(OCC(=O)Nc2ccc(F)cc2F)cc1
→ 0.0	1.2	4.7	-1.3	2.8	2.3	1.5	2.4	3.1
> O=C(CSc1ccc(Cl)cc1)N1CCN(c2ccc([N+](=O)[O-])cc2Cl)CC1
→ 9.7	1.4	-1.0	-2.4	12.4	6.1	1.2	-2.0	-2.4
> Cc1ccc(CN(C)C(=O)CN2C(=O)NC3(CCCC3)C2=O)o1
→ -1.2	-2.2	.	.	-1.8	1.5	-8.6	-0.6	-2.3
> COC(=O)C1=C(C(=O)OC)[C@@H]2N(C)c3ccc(OC)cc3[C@@]23C[C@@H](C(=O)OC)N(C(=O)c2ccc(Br)cc2)C3=N1
→ -3.9	0.2	2.1	-0.9	4.4	-0.1	8.4	3.0	-0.6
> Cc1cc(CNC(=O)c2cc(COc3c(F)cccc3F)on2)nn1C
→ 2.0	-4.2	0.0	0.8	1.0	-2.8	-11.7	0.3	17.8
> CN(C)CCCN=Cc1c(O)n(Cc2ccc3c(c2)OCO3)c(=O)c2ccccc12
→ .	4.5	0.2	1.3	3.2	-1.0	.	-4.1	.
> Brc1ccc(-c2ncc(-c3ccccc3)cn2)cc1
→ 3.5	-2.7	3.1	0.1	1.3	-0.7	1.8	0.7	3.8
> CCOC(=O)N1CCC(N(C(=O)Nc2ccc(Cl)c(Cl)c2)C(C)CC)CC1 (centres undefined)
→ 0.9	-0.9	-0.6	-4.3	-0.1	2.9	1.4	1.9	-3.7
> Cc1ccc(-c2nn(C)c(=O)c3ccccc23)cc1S(=O)(=O)NCCN1CCOCC1
→ 2.5	0.9	-0.1	1.3	5.8	3.4	7.1	-1.3	6.0
> COc1ccccc1C(=O)NCCN=C1NS(=O)(=O)c2ccccc21
→ -1.3	0.7	0.2	3.5	-3.5	-4.6	-0.4	-3.5	14.8
> CCc1ccc(NC(=S)Nc2cccc3cnccc23)cc1
→ 2.7	4.2	6.0	10.9	3.0	-7.6	6.7	0.0	-6.1
> C#Cc1ccc([C@H]2C=C(C(=O)N3CCN(Cc4ccccc4)CC3)O[C@@H](OCC)[C@@H]2CCCO)cc1
→ 2.8	-1.2	0.3	2.1	3.2	-6.0	8.6	-4.2	3.4
> CCN(CC)S(=O)(=O)c1ccc2[nH]c(=O)cc(C(=O)Nc3ccccc3N3CCOCC3)c2c1
→ 4.5	-1.4	.	.	1.7	-1.5	5.7	7.2	6.5
> CCOC(=O)CC1COCCN1Cc1cn[nH]c1-c1cc(OC)c(OC)c(OC)c1 (centres undefined)
→ 1.3	1.4	4.0	-1.0	1.0	2.1	1.4	6.1	4.0
> CN(C(=O)CN1C(=O)S/C(=C\c2ccccc2Cl)C1=O)C1CCS(=O)(=O)C1 (centres undefined)
→ 1.6	3.7	0.7	12.9	3.5	0.7	6.0	5.0	7.6

The last 2 entries of the section above are carried over, then new ones follow.
Each structure is followed by: PAFAH1B2 FP inh	LYPLA1 counter	Fam108B counter	GSTO1 inh	pPAFAH inh	PAD4 inh	PAFAH2 inh	PME-1 primary	PAFAH1B3 FP inh
> CCOC(=O)CC1COCCN1Cc1cn[nH]c1-c1cc(OC)c(OC)c(OC)c1 (centres undefined)
→ 1.3	1.4	4.0	-1.0	1.0	2.1	1.4	6.1	4.0
> CN(C(=O)CN1C(=O)S/C(=C\c2ccccc2Cl)C1=O)C1CCS(=O)(=O)C1 (centres undefined)
→ 1.6	3.7	0.7	12.9	3.5	0.7	6.0	5.0	7.6
> CCC(CC)NC(=O)Nc1cccc(C)c1C
→ 5.3	0.9	-5.7	5.2	0.8	0.8	9.2	4.7	5.7
> CCN(CC)S(=O)(=O)c1ccc2c(c1)c(=O)c(C(=O)N1CCN(c3ccccc3)CC1)cn2C
→ -6.5	-0.8	-3.4	2.3	12.2	0.4	2.5	3.3	3.5
> Cc1cc2cc3c(cc2nc1SCC(=O)Nc1ccccc1)CCC3
→ -6.9	-4.8	-1.2	0.3	5.9	-1.9	0.3	-7.1	2.3
> Cc1cc(=O)oc2cc(OC(C)C(=O)NC3CCCC3)ccc12 (centres undefined)
→ 5.6	0.6	1.5	-0.8	0.7	2.1	-4.2	0.8	-4.5
> CCOC(=O)N1CCc2c(sc3c2c(=O)n(-c2ccc(CC)cc2)c(=O)n3CC(=O)NCC2CCCO2)C1 (centres undefined)
→ 1.5	1.9	3.4	-3.4	1.1	-3.4	-4.7	3.8	5.3
> Cc1ccc(C(=O)COc2ccccc2-c2ccccc2)cc1C
→ 3.4	-4.9	-8.8	5.3	-5.3	-11.0	-12.9	-6.6	1.9
> CCOc1cccc(-c2c(C(=O)N/N=C(\C)c3cccnc3)nnn2-c2nonc2N)c1
→ 4.6	-0.1	-0.4	4.5	6.4	-4.7	0.5	-0.1	0.3
> CC1(CCC(=O)N2CCCC(N3CCN(c4cccc(C(F)(F)F)c4)CC3)C2)CC1 (centres undefined)
→ 1.9	0.1	0.0	-3.8	2.2	-2.2	0.1	-1.8	-6.9
> COc1ccc(C2=C(C)C(N3CCN(C(=O)c4ccco4)CC3)=NS2(=O)=O)cc1
→ -0.5	0.5	-2.1	3.9	4.7	-5.5	-0.1	9.0	-1.9
> CN(C)c1nc(Nc2ccc(Cl)c(Cl)c2)nc(N(C)C)n1
→ 2.5	-1.5	-3.6	3.7	-2.4	1.7	1.8	-5.6	5.0
> CCC(CC)C(=O)c1c[nH]c(C(=O)NCCCn2ccnc2)c1
→ 6.5	-0.5	-0.5	0.4	1.0	-8.0	-6.1	-0.4	8.9
> O=C(Nc1cccc2ncccc12)c1ccc(-c2ccc(Cl)cc2Cl)o1
→ -0.1	-4.4	-4.6	-4.4	-1.2	-1.9	-12.6	-2.8	7.3
> COc1ccc(NC(=O)COC(=O)c2ccc(S(=O)(=O)N(C)c3ccccc3OC)cc2)cc1OC
→ -1.9	-2.9	6.4	10.9	7.5	-2.5	5.2	0.9	8.6
> CC(C)C(NC(=O)c1ccccc1NC(=O)c1ccccc1)C(=O)NCCCn1ccnc1 (centres undefined)
→ 3.4	4.0	0.5	5.8	2.7	0.1	2.0	3.0	3.1
> COC(=O)c1ccc(NC(=O)C(=O)N2CCN(C(=S)Nc3ccc(OC)cc3)CC2)cc1
→ 2.4	-2.4	3.2	3.1	2.4	-3.1	-0.2	-9.7	0.9

The list is partial; rates above refer to the full screens.
